Compound activity as filed in PubChem BioAssay.
ATXN2 expr inh: ATXN2 expression inhibition; Potency, µM (doses to about 57 µM), without a hit: at the top dose activity change, negative = inhibition, usual class: inhibitors; HEK-293 ATXN2-luciferase reporter, luminescence, 24 h; 360,000 tested, 0.72% active; note: potency is the fitted concentration of half-maximal effect; % is set by controls: 0 for no effect and ±100 for the full control effect; nearly all actives have a fitted effect of over 55% in size
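qHTS (up to 57 uM final) was run with 24 h compound exposure of reporter cells at 37 °C. Each well was multiplexed: SteadyGlo luminescence measured ATXN2-luciferase expression after a fluorogenic Gly-Phe-AFC viability readout (25 uM final).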
IL1B secr inh: inflammasome signaling inhibition, IL-1 beta readout. activity change, % at 57.5 µM. AID 743279. THP-1 LPS/ATP IL-1B secretion, AlphaLISA, 16 h; hits give low values. 360,000 tested, 4.7% active; in the data active = activity change below about -50%; inconclusive = mostly about -30% to -49%; note: % is set by controls: 0 for no effect and ±100 for the full control effect
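THP-1 cells pretreated 1 hr with compounds (up to 57.5 uM final), then stimulated with LPS (250 ng/mL final) plus ATP (1.25 mM final); secreted IL-1B measured by AlphaLISA after 16 hr, decreased signal indicating inhibition.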
ATXN viability: cell viability loss in ATXN counter-screen; Potency, µM (top dose mostly 56.7 µM), usual class: cytotoxic; S2 cells (HEK-293 line with an ATXN2-luciferase reporter) viability, CellTiter-Fluor protease fluorescence, 24 h; 400,000 tested, 0.49% active; note: potency is the fitted concentration of half-maximal effect; nearly all actives have a fitted effect of over 40% in size
SW480 rereplic: induces DNA re-replication in SW480 colon adenocarcinoma cells | SW480 DNA re-replication, Hoechst DNA content imaging, 48 h | Potency, µM (titrated, usually from 46.1 µM), without a hit: at the top dose re-replication activation, hits mostly activators | 340,000 tested, 1.8% active; note: potency is the fitted concentration of half-maximal effect; % of control where 0% means no effect; nearly all actives have a fitted effect of over 55% in size
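Readout is total intensity of Hoechst-stained nuclei, excited at 405 nm and collected at 500-530 nm. Compound treatment lasted 48 hr at 37 C in 5% CO2 before staining.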
HT1080 IDH1KD tx: kills HT-1080 cells with IDH1 knockdown. HT-1080 IDH1 knockdown viability, ATP luminescence, 48 h. Potency, µM (titrated, usually from 46.1 µM), without a hit: at the highest dose activity, negative = toxicity, actives largely listed as cytotoxic. 360,000 tested, 2% active. AID 686971;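 note: potency is the fitted concentration of half-maximal effect; 0% = DMSO wells and -100% = cell-free medium wells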
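Knockdown cells (IDH1KD HT-1080) received compounds 2 h after plating at 750 cells/well and were kept 48 h at 37 °C in 5% FBS RPMI. A CellTiter-Glo luminescence read gave % activity for curve fitting.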
KB-3-1 cytotox: KB-3-1 parental cell cytotoxicity; KB-3-1 viability, CellTiter-Glo ATP luminescence, 72 h; Potency, µM (top dose mostly 46.1 µM), without a hit: at the top dose activity change, negative = cytotoxic, hits mostly cytotoxic; 400,000 tested, 1.4% active; AID 1347075; note: potency is the fitted concentration of half-maximal effect; % is set by controls: 0 for no effect and ±100 for the full control effect; nearly all actives have a fitted effect of over 60% in size
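KB-3-1 cells, DMEM (no phenol red) + 10% FBS; compound by pin transfer, 72 h, 37 °C. Readout: CellTiter-Glo luminescence after 10 min. Data normalized, curve-fitted.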
MCF10A rereplic: DNA re-replication induction in MCF 10a cells | MCF 10A DNA re-replication, Hoechst nuclear intensity, 48 h | Potency, µM (titrated, usually from 46.1 µM), inactives show top-dose activity, positive = re-replication, most hits filed as activators | 350,000 tested, 2.9% active | AID 624296; note: potency is the fitted concentration of half-maximal effect; % of control where 0% means no effect; nearly all actives have a fitted effect of over 50% in size
HepG2 tox: kills HepG2 cells in TGF-b inhibitor counter-screen | HepG2 CAGA-GFP viability, ATP luminescence, 18 h | Potency, µM (titrated, usually from 46.1 µM), inactives show at the highest dose activity change, negative = cytotoxicity, actives largely listed as cytotoxic | 410,000 tested, 0.76% active | AID 588856; note: potency is the fitted concentration of half-maximal effect; some results filed as inactive show a strong effect at the top dose
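HepG2 CAGA-GFP cells (1000/well, DMEM with 1% FBS) received compound, then TGF-beta at 500 pg/mL final, and were incubated 18 hours at 37 degrees C. Viability was read by CellTiter-Glo luminescence. Media-only wells were set as complete cell-killing and DMSO as no toxicity.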
HT1080NT lethal: kills 2HG-producing HT-1080-NT fibrosarcoma cells; HT-1080-NT fibrosarcoma viability, CellTiter-Glo ATP luminescence, 48 h; Potency, µM (highest dose often 46.1 µM), inactives show at the highest dose activity, negative = less viability, hits mostly cytotoxic; AID 686970; 360,000 tested, 1.6% active;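 note: NT is the 2HG producing partner of a matched IDH1 knockdown line; potency is the fitted concentration of half-maximal effect; 0% = DMSO-treated cells and -100% = media-only wells without cells; nearly all actives have a fitted effect of over 55% in size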
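HT-1080-NT fibrosarcoma cells (2HG-overproducing), 750 cells/well in RPMI with 5% FBS, dosed after 2 h and incubated 48 h at 37C. CellTiter-Glo luminescence normalized to DMSO and no-cell wells; concentration-response curves fitted and classed.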
Active calls of the source: *; i = inactive; ? = inconclusive; / = no result given; & = joins results of further samples; [ ] = another dose, or the depositor's remark. Unless noted, calls come from the whole dose curve; as a rule, active = well fitted curve in the direction sought with a large enough effect; inconclusive = small, poorly fitted or top-dose-only effect, or another doubt; inactive = no such curve, though single readings can be large; an effect the other way counts as inactive or inconclusive.

Start of the data: the first 2 compounds, ahead of the listing:
SMILES	ATXN2 expr inh	IL1B secr inh	ATXN viability	SW480 rereplic	HT1080 IDH1KD tx	KB-3-1 cytotox	MCF10A rereplic	HepG2 tox	HT1080NT lethal
COc1ccc(NC(=O)C2=C(C)Nc3nc(SCc4ccccc4C)nn3C2c2ccc(Br)cc2)cc1 (configuration not stated)	-3%	/	i	/	/	-1%	/	0%	/
O=C(NCCCn1ccnc1)C(Cc1ccc([N+](=O)[O-])cc1)N1C(=O)c2ccccc2C1=O (configuration not stated)	4%	11	i	1%	-2%	11%	20%	-1%	0%

Main list, previewed entries included:
SMILES	ATXN2 expr inh	IL1B secr inh	ATXN viability	SW480 rereplic	HT1080 IDH1KD tx	KB-3-1 cytotox	MCF10A rereplic	HepG2 tox	HT1080NT lethal
COc1ccc(NC(=O)C2=C(C)Nc3nc(SCc4ccccc4C)nn3C2c2ccc(Br)cc2)cc1 (configuration not stated)	-3%	/	i	/	/	-1%	/	0%	/
O=C(NCCCn1ccnc1)C(Cc1ccc([N+](=O)[O-])cc1)N1C(=O)c2ccccc2C1=O (configuration not stated)	4%	11	i	1%	-2%	11%	20%	-1%	0%
COc1ccc2[nH]c(=O)c(CN(Cc3ccccc3)Cc3nnnn3CC3CCCO3)cc2c1 (configuration not stated)	4%	0	i	4%	-15%	-15%	?	0%	-23%
Cc1cc2nc[nH]c(=O)n2n1	/	21	i	/	9%	0%	/	-25%	10%
Nc1ccc(OCCCc2c(N)nc(N)nc2N)cc1	/	20	i	-3%	1%	-1%	0%	4%	0%
Cc1ccc(OCc2csc(N)n2)cc1	27%	-7	i	0%	8%	-6%	-2%	-2%	6%
Cc1sc2nc(SCC(=O)Nc3ccc(S(N)(=O)=O)cc3)[nH]c(=O)c2c1C	7%	0	i	-4%	-1%	3%	-1%	1%	6%
COc1ccc(CNC(=O)CN(C)S(=O)(=O)c2ccc3c(c2)OCCO3)cc1OC	9%	1	i	-5%	-1%	-5%	?	10%	10%
O=C(Nc1ccsc1C(=O)O)c1ccccc1	16%	-2	i	-7%	-5%	-9%	1%	-3%	-2%
CCOC(=O)C1Oc2ccccc2C(c2ccoc2)=C1C(=O)OC (configuration not stated)	9%	17	i	22%	4%	0%	-6%	-10%	5%
OC(c1ccccc1)C(O)c1ccccc1 (configuration not stated)	/	13	i	0%	5%	0%	-3%	-12%	2%
CCOC(=O)Nc1ccc2c(c1)N(C(=O)CCN(CC)CC)c1ccccc1S2=O (configuration not stated)	14%	-100*	?	6%	26µM*	?	?	-95%	16µM*
COc1ccccc1/C=C1\SC(=S)N(NS(=O)(=O)c2ccccc2)C1=O	0%	-4	i	-11%	-15%	-8%	17%	-12%	-15%
CCOC(=O)c1[nH]ncc1CN1CCC(Cc2cccc(OC)c2)(C(=O)OCC)CC1	/	11	i	-4%	14%	9%	-2%	-12%	4%
COCCCNC(=O)CCCOc1ccccc1	37%[activator]	11	i	-4%	-4%[9.24 µM]	22%	?	8%	4%
CCCn1c2c(c(O)c(C(=O)NCCCN(CC)CC)c1=O)CCCC2	-11%	-12	i	0%	?	?	?	-51%	?
O=[N+]([O-])c1ccc(S(=O)(=O)N(CC(O)CN2CCCCC2)c2ccccc2)cc1 (configuration not stated)	-5%	19	i	4%	-5%	30%	-4%	-2%	-9%
COc1ccc(Cc2nnc(SC)[nH]c2=O)cc1	-1%	23	i	-3%	-21%	9%	-1%	-12%	0%
CSc1ccc(S(=O)(=O)NCC(=O)OCC(=O)N(C)C2CCCCC2)cc1[N+](=O)[O-]	-6%	-14	i	14%	1%	-8%	?	-9%	-4%
S=C(NCCc1ccccc1)N1CCN(C(=S)NCCc2ccccc2)CC1	-11%	7	?	3%	1%	-2%	4%	-33%	0%
CC(=O)OC[C@H]1O[C@@H](Sc2cccc3cccnc23)[C@H](OC(C)=O)[C@@H](OC(C)=O)[C@H]1OC(C)=O	-2%	0	i	?	0%	0%	-3%	-37%	-21%
O=C(Nc1ccccc1O)/C(=C\c1ccccc1)NC(=O)c1ccccc1	-7%[11.3 µM]	9	i	-18%	9%	-4%	-4%	-1%	4%
COC(=O)CC1=C(C(=O)OC)C(c2ccc3c(c2)OCO3)C(C#N)=C(N)O1 (configuration not stated)	3%	-12	i	-71%[inhibitor]	9%	13%	-10%	-5%	-10%
COc1cc(OC)nc(S(C)(=O)=O)n1	14%	-95*	?	8%	24%	6%	14%	0%	-11%
Cc1ccc(S(=O)(=O)N2CCOCC2)cc1C(=O)Nc1nc2ccccc2[nH]1	2%	10	i	1%	2%	-6%	?	3%	3%
Cc1cc2c(cc1C)NC(c1c(C)n(C)n(-c3ccccc3)c1=O)C1=C(CC(C)(C)CC1=O)N2 (configuration not stated)	36%	?	i	-3%	-30%	2%	11µM*	-37%	-29%
CC(Nc1ncnc2nc[nH]c12)c1ccccc1 (configuration not stated)	5%	10	i	-5%	-4%	-19%	21%	0%	4%
CCOC(=O)c1c(C)[nH]c(NC(=O)Nc2c(C)n(C)n(-c3ccccc3)c2=O)c1C	10%	-5	i	0%	-9%	-5%	11%	-8%	-2%
Cc1ccc(S(=O)(=O)N(CC(=O)Nc2ccccc2C(=O)O)c2ccccc2C)cc1	18%	45	i	-10%	-1%	-1%	?	-14%	-21%
CC(C)CCC1(CCNC(=O)c2cccs2)CCOC(C)(C)C1 (configuration not stated)	-11%	-13	i	-3%	3%	-9%	-5%	-14%	1%
CCN=C1SC(C(=O)Nc2cccc(C)c2)CC(=O)N1CC (configuration not stated)	0%	-14	i	-4%	5%	18%	0%	10%	7%
N#Cc1c(-c2ccccc2)[nH]c(=S)[nH]c1=O	/	-6	/	-15%	-2%	23%	7%	-9%	-2%
CNC(=O)c1ccc(-n2nc(C)cc2-c2ccccc2)cc1	6%	-2	i	-1%	-2%	15%	-6%	10%	3%
CCOC(=O)c1c(C)n(S(=O)(=O)c2ccc(C)cc2)c2ccc(NS(=O)(=O)c3ccc(C)cc3)cc12	10%	/	i	/	/	-2%	/	-1%	/
OC[C@H]1OC(O)[C@@H](O)[C@@H](O)[C@@H]1O (some centres not stated)	5%	14	i	14%	11%	0%	1%	-1%	5%
CCC(CC)C(=O)c1c[nH]c(C(=O)NCc2ccncc2)c1	-8%	14	i	3%	-2%	0%	1%	-4%	-5%
CCCCn1c(N)c(N(Cc2ccccc2OC)C(=O)COc2ccc(C)cc2)c(=O)[nH]c1=O	7%	10	i	-6%	5%	3%	3%	-2%	9%
CCc1cc(=O)oc2c(CN3CCN(C)CC3)c(O)c(Cl)cc12	9%	3	/	6%	3%	-1%	1%	1%	4%
C=CCNC(=O)C1CC(=O)N(c2ccc(OCc3ccc(F)cc3)cc2)C1 (configuration not stated)	17%	10	i	-9%	-4%	8%	19%	-33%	-8%
CCN1CCN(C(C(=O)NC2CCCC2)c2ccc(Cl)cc2)CC1 (configuration not stated)	-16%	-4	i	-13%	-8%	-3%	1%	-22%	1%
CS(=O)(=O)c1ccc(-c2csc(-c3cccnc3)n2)cc1	/	-19	i	-16%	28%	11%	-2%	-22%	9%
CC1(CCc2ccccc2)NC(=O)N(CC(=O)N2CCc3ccccc32)C1=O (configuration not stated)	/	?	i	/	-3%	2%	/	-13%	-8%
CN1CCN(C(=S)Nc2ccc(Cl)cc2)CC1	7%	1	i	0%	13%	7%	-11%	2%	9%
CCC(C)NC(=O)CCC(=O)N1Cc2ccccc2Oc2ncccc21 (configuration not stated)	-6%	/	i	/	/	-8%	/	9%	/
CC(=O)c1cccc(NC(=O)CCS(=O)(=O)c2cc3c(cc2C)NC(=O)CO3)c1	11%	7	i	-12%	-1%	?	-4%	-3%&6%	4%
CCc1c(C)nc2cc(-c3cc(OC)cc(OC)c3)nn2c1N1CCN(CCN2CCOCC2)CC1	-7%	?	i	4%	1%	16%	-7%	16%	12%
CCOC(=O)N1CCC(Nc2c(Nc3cccc(CC)c3)c(=O)c2=O)CC1	-23%	36	i	2%	?	0%	1%	-37%	-2%[9.24 µM]
c1ccc(CCN2CCN=C2Nc2ccccc2)cc1	0%	-7	i	-6%	8%	-7%	12%	3%	8%
Cc1cc2oc(=O)cc(CN3CCCC3)c2cc1Cl	24%	23	i	/	5%	0%	/	0%	0%
CCOC(=O)C1(C)CCN1C(=O)c1ccco1 (configuration not stated)	-5%	11	i	/	0%	0%	/	-12%	28%
Next part.
SMILES	ATXN2 expr inh	IL1B secr inh	ATXN viability	SW480 rereplic	HT1080 IDH1KD tx	KB-3-1 cytotox	MCF10A rereplic	HepG2 tox	HT1080NT lethal
O=C(COC(=O)C1CCC(=O)N1)Nc1ccc(Br)cc1 (configuration not stated)	?	-4	i	-10%	7%	-5%	0%	25%	16%
CSC1=NC(C(Cl)(Cl)Cl)N=C(c2ccccc2)N1 (configuration not stated)	-24%	40	i	?	21µM*	3.3µM*	?	-4%	?
CCOCCn1c(SCCCc2ccccc2)nc2c1c(=O)[nH]c(=O)n2C	4%	35	i	0%	-8%	5%	-3%	-15%	-4%
CCCCCc1c(-c2ccc(F)cc2F)ncn1CCc1ccccc1OC	?	-100*	?	/	?	?	/	/	?
Cc1cccc(C(=O)OCC(=O)N2CCN(C(=O)c3ccco3)CC2)c1O	5%	14	i	-2%	2%	7%	-1%	1%	-1%
C=CCc1ccc(OCCCCOc2ccc(C(=O)O)cc2)c(OC)c1	19%[11.3 µM]	15	i	-5%	6%	-2%	-8%	-1%	-3%
COc1ccc(CNC(=O)CN(C(=O)CCC(=O)Nc2nccs2)c2ccc(C)cc2)cc1	-10%	27	i	?	-17%	-20%	19%	-31%	-50%
COc1cc2c(cc1OC)CN(S(=O)(=O)c1ccc(Cl)nc1)CC2	3%	2	i	-77%[inhibitor]	-10%	-2%	3%	3%	-1%
COCCNc1nc(-c2ccc(OC)cc2)c(-c2ccc(OC)cc2)s1	/	-26	i	-97%[inhibitor]	0%	0%	?	-22%	-11%
